UBC13 inh = blocks human UBC13 polyubiquitin chain formation; TR-FRET; P61088; AID 485273; inhibition, % at 20 µM; 330,000 tested, 0.47% active; in the data active = inhibition above about 45%, passing the limit was not always enough
Target sequence (P61088 whole entry, looked up): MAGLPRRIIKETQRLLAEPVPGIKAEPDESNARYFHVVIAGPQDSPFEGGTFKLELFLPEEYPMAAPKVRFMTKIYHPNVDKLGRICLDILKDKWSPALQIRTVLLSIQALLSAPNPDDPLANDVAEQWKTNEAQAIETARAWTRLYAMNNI
HKDC1 inh = blocks human hexokinase HKDC1 activity | Q2TB90 | recombinant HKDC1, G6PDH/diaphorase resazurin coupled fluorescence | inhibition, % at 20 µM | 340,000 tested, 0.16% active | AID 493160;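 active = inhibition above about 35% when tested at 20 µM, limit read from the data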;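 note: plate controls were DMSO wells with enzyme for no effect and DMSO wells lacking enzyme for full effect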
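test system = in-house recombinant HK5 (HKDC1) enzyme | amount = HKDC1 at 5 µg/mL | control set = DMSO-enzyme wells negative, buffer-substituted wells positive | compound = one dose of 20 µM, 1% DMSO | schedule = reaction time 90 min, room temperature, protected from light | technique = resorufin fluorescence at 613 nm | reagent = glucose with 1 mM ATP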
SENP7 block = SENP7 protease inhibition. AID 434973. recombinant SENP7, Z-RLRGG-aminoluciferin luminescence, 40 min. 330,000 tested, 1.5% active. Q9BQF6. inhibition, % at 5 µM;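 active = inhibition above about 50% at the single test dose, limit read from the data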;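 note: plate controls were DMSO with enzyme for no effect and no enzyme buffer wells for full effect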
Target sequence (Q9BQF6 706-1050 limits assumed): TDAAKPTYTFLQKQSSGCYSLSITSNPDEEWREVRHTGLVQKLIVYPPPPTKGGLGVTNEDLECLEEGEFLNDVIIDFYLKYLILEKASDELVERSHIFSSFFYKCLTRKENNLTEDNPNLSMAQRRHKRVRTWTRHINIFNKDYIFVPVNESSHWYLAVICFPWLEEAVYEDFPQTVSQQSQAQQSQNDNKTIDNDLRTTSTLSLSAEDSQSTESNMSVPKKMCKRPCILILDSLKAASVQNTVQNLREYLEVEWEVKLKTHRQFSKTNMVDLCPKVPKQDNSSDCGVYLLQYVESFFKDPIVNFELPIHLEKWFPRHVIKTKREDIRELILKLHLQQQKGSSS
MIN6 prolif = MIN6 beta-cell proliferation induction. MIN6 cells proliferation, ATPlite luminescence, 48 h; cells starved in 0.2% serum; 100% = growth in 10% serum. proliferation, % at 10 µM. 330,000 tested, 0.29% active;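 active = compounds whose signal lies at least 3.5 SD above the mean of all wells on their plate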;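 note: 0% = DMSO-treated cells in low-serum medium and 100% = 10% serum control; some compounds called inactive have numbers as strong as hits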
SENP8 block-1 = inhibitors of human SENP8 protease; Q96LD8; purified SENP8, Z-RLRGG-aminoluciferin cleavage, luminescence; inhibition, % at 10 µM; 330,000 tested, 1.2% active; AID 2540; in the data active = inhibition above about 50%
Target sequence (Q96LD8 whole entry, looked up): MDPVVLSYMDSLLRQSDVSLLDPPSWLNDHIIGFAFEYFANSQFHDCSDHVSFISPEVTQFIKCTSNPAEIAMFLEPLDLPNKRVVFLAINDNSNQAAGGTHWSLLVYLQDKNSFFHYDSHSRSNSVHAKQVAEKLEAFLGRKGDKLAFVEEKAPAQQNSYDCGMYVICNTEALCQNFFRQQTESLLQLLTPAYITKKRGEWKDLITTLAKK
PfG6PD inh = PfG6PD (Plasmodium falciparum) enzyme inhibition. PfGluPho enzyme, NADPH resazurin-diaphorase fluorescence. AID 504690. inhibition, % at 20 µM. 350,000 tested, 0.78% active;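 active = inhibition reaching at least a set limit at 20 µM in the primary screen, cut at about 59% in these data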;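 note: 0% = DMSO wells with substrate and 100% = DMSO wells lacking glucose-6-phosphate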
SENP1 inh = SENP1 (human) catalytic domain inhibition; Q9P0U3; recombinant SENP1 catalytic domain, CyPet-SUMO1-YPet FRET cleavage; inhibition, % at 10 µM; 360,000 tested, 0.21% active;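 active = inhibition at least 30% at 10 µM, raw YFP signal under a set limit, fluorescence ratio 0.5 to 1.5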;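 note: 0% = enzyme with DMSO and 100% = no enzyme wells; some results filed as inactive read as strong as hits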
Target sequence (Q9P0U3 419-644 limits assumed): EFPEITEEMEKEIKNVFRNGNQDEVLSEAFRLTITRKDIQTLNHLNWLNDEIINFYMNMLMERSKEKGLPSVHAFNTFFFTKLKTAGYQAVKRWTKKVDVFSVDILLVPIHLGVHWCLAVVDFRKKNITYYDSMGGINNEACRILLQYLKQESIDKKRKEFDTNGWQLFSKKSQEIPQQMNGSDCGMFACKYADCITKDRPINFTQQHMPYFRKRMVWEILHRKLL
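Test system: recombinant human SENP1 catalytic domain, His6-tagged / Medium: pH 8 Tris buffer with EDTA, NaCl, BME, BSA, NP40, catalase / Also added: SUMO1 FRET substrate flanked by Cypet and Ypet, 25 nM / Times: 50 min reaction at room temperature / Signal: FRET, CFP and YFP emission / Control set: no-enzyme low control and enzyme-plus-DMSO high control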
SENP8 block-2 = SENP8 (human) protease inhibition; Q96LD8; recombinant SENP8, Nedd8 substrate fluorescence; inhibition, % at 20 µM; 360,000 tested, 0.64% active; AID 602440; in the data active = inhibition mostly above about 40%, no sharp cut-off; inactive = mostly below about 27%
SENP6 inh = SENP6 protease inhibition; inhibition, % at 10 µM; Q9GZR1; AID 2599; 330,000 tested, 1.8% active; Recombinant SENP6 catalytic domain, aminoluciferin luminescence;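 active = inhibition above about 50% at the single tested dose, limit read from the data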;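 note: plate controls were DMSO wells with enzyme for no effect and DMSO wells lacking enzyme for full effect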
An asterisk follows results filed as active; i = inactive; . = not tested or not shown; & = joins results of further samples.

SMILES	UBC13 inh	HKDC1 inh	SENP7 block	MIN6 prolif	SENP8 block-1	PfG6PD inh	SENP1 inh	SENP8 block-2	SENP6 inh
CCOc1ccccc1NS(=O)(=O)c1c(C)[nH]c(C)c1C(=O)N1CCCCC1	0	3	-4	4	-2	10	1	-4	9
CCOC(=O)c1cc(-c2ccccc2)sc1NC(=S)Nc1cc(C)ccn1	-10	-3	-7	-4	-4	-8	1	26	-28
CCCCCC(=O)NNC(=S)NC(C)=O	-10	-8	10	2	8	-7	4	4	-6
COc1ccc(N(CC(=O)NC2CCS(=O)(=O)C2)S(=O)(=O)c2ccc(Cl)c(Cl)c2)cc1 (stereo not drawn)	2	-3	9	-4	-8	4	-1	10	-13
COc1ccc(CNC(=O)C2CCC(=O)N(CCCN3CCCC3=O)C2)c(OC)c1 (stereo not drawn)	6	-4	-2	6	-6	10	-1	17	11
O=C(OCC(=O)N1CCN(c2ccccc2)CC1)c1ccc([N+](=O)[O-])s1	-6	10	26	-6	58*	8	1	43*	49
Cc1c(CCC(=O)NCC(=O)O)c(=O)oc2cc3occ(-c4ccccc4)c3cc12	-10	-1	-6	-4	-20	-29	-1	-229	-12
O=C(COc1ccccc1Cl)Nc1ccc(C(=O)c2ccc(C(=O)O)cc2)cc1	2	-5	-10	3	2	-10	1	11	8
COc1ccc(NC(=O)CCN2CCN(S(=O)(=O)c3ccc(F)cc3)CC2)cc1	-13	-5	-5	-2	-5	6	2	7	-1
CCn1cnc2cc(NCc3ccc(N(C)C)cc3)ccc21	0	-3	13	-3	-3	10	0	-169	-2
O=C(Cc1ccccc1Cl)Nc1cccc(S(=O)(=O)N2CCOCC2)c1	-2	-10	-7	-2	0	-4	2	16	-7
COc1cc(NS(=O)(=O)c2cc(NC(C)=O)ccc2OC)c(OC)cc1NC(=O)c1ccccc1	.	1	.	.	.	17	-21	-2	.
Cc1ccc(C(=O)Nc2cccc([N+](=O)[O-])c2)cc1S(=O)(=O)Nc1ccc(C(=O)O)cc1	7	16	0	-3	11	-13	2	14	0
CN(C)C(=O)CSc1nc2cc(S(=O)(=O)N3CCOCC3)ccc2o1	-5	-8	-14	-4	-16	56	-1	8	-4
Cc1ccc(NC(=O)CSCc2nc3c(nnn3Cc3ccc(F)cc3)c(=O)[nH]2)c(C)c1	7	3	-5	-3	3	-22	-3	12	2
O=C(c1cc(COc2ccc(F)cc2F)on1)N1CCN(C2CCCC2)C(=O)C1	0	-1	-2	0	0	19	6	-7	-7
COc1ccc(-n2c(=O)c3ccccc3n(Cc3cccc(C)c3)c2=O)cc1OC	7	-3	6	2	3	8	4	32	-8
C=CCN1C(=O)c2ccc(C(=O)N3CCN(S(=O)(=O)c4ccc(C(C)C)cc4)CC3)cc2C1=O	1	1	-1	5	-1	8	0	8	2
O=C(Nc1cccnc1)c1c(F)cccc1F	-6	-3	-1	-2	-10	4	1	9	-21
COc1ccc(-n2cnnc2SC(C)c2nc3sc(C)c(C)c3c(=O)[nH]2)cc1 (stereo not drawn)	-4	.	-7	-1	-7	.	.	.	1
C/C(CC(=O)Nc1cccc(Cl)c1Cl)=N\NC(=O)C(=O)N1CCCC1	5	-6	-8	-6	4	-16	-2	0	4
Cc1cccc(N2C(=O)CN(Cc3ccccc3)C2=S)c1	5	0	-5	-5	0	6	1	10	-7
CCOc1ccccc1CNC(=O)c1cn(C)c(=O)c2c1c1ccccc1n2C	22	-10	-1	-2	2	-1	-4	-459	4
COC(=O)c1ccc(SCc2cnc(Cl)s2)cc1	-2	-6	1	-2	0	-7	2	12	-8
O=C(O)CC(NCc1ccco1)C(=O)OCC1CCCO1 (stereo not drawn)	-2	-2	-4	-1	-5	-3	-3	12	-14
COc1ccc(C(NC(N)=O)c2ccccc2)cc1 (stereo not drawn)	3	-5	2	-2	-1	-1	3	15	-1
COc1cccc(/C=N/NC(=O)CSc2nnc(C)n2-c2ccccc2)c1O	-7	-16	-8	-1	-7	-38	2	-5	-10
CCOC(=O)c1c(NC(=O)CSc2nnc(-c3cccnc3)n2Cc2ccco2)sc(C)c1C	-1	11	1	-4	0	11	-4	0	-1
Cc1cc([N+](=O)[O-])cc2c1NC(c1ccccn1)C1CC=CC21 (stereo not drawn)	-8	4	10	-1	0	16	3	22	7
N#Cc1ccc(OCC(=O)NC2CCCCCC2)cc1	14	-4	-1	1	-5	-11	0	9	-20
O=[N+]([O-])c1ccccc1CN1CCN(Cc2ccccn2)CC1	-4	-12	2	0	1	0	1	9	10
Cc1ccc(CNC(=O)CO/N=C/c2ccc3c(c2)OCO3)cc1	-7	-2	8	1	4	16	3	11	5
N#Cc1cccc(C#N)c1NCC1CCCO1 (stereo not drawn)	8	2	1	0	-9	-8	0	-307	-8
O=C(CCS(=O)(=O)c1cccc2nonc12)NCc1ccc(Cl)cc1	-9	6	1	-2	-5	-1	2	14	-2
Cc1ccnc(SCC(=O)Nc2cc(C)on2)n1	2	-1	-3	-1	0	-12	0	1	-8
COc1ccc(/C=C2\C(=O)ON=C2c2ccccc2)cc1OC	0	8	3	-3	0	-1	1	-11	15
CC(=O)Nc1ccc(S(=O)(=O)NC2=NCN(c3ccc([N+](=O)[O-])cc3)CN2)cc1	-11	-2	13	-3	-11	52	1	15	0
CCCCCCSc1ccc(-c2nc3ccc(Cl)cn3c2NCCCC)cc1OC	-7	2	10	-6	18	23	-29&-19	i	-9
O=C(COC(=O)CCc1ccc(S(=O)(=O)N2CCOCC2)cc1)Nc1cccc(Cl)c1	12	-1	-7	-3	-7	8	3	0	-1
Cc1cc(C(=O)OCC(=O)Nc2cccc([N+](=O)[O-])c2)c(C)o1	3	1	-1	5	5	2	-1	13	17
CC[C@]12C(=O)N(C)C[C@H]([C@@H]3C(=O)N(C)C(=O)[C@@H]31)N2C(=O)c1ccc(F)cc1	.	-5	.	.	.	4	-1	3	.
COc1cccc(Oc2nnnn2-c2ccccc2)c1	-13	-4	-3	-2	-5	0	3	14	-15
O=C1CCCCN1CC(=O)N1CCCC(Nc2ccc(F)c(F)c2)C1 (stereo not drawn)	2	-4	-5	-1	16	8	1	13	3
S=C(Nc1ccc(Cl)cc1)N1CCCCC1	-8	-7	6	-2	2	2	2	12	16
CCOc1cc(/C=C2\COc3ccccc3C2=O)cc(Br)c1OCC(=O)N(C)C	-9	25	-5	-4	48	32	3	9	-16
COc1ccc(NC(=O)C(CCCCNC(=O)OC(C)(C)C)NC(=O)OCc2ccccc2)cc1 (stereo not drawn)	-4	10	-2	0	-7	0	-1	8	2
CC(C)(C)NC(=O)NC(=O)COC(=O)Cn1cnc2ccccc2c1=O	8	-11	7	6	0	12	3	10	-12
Cc1cc(C)nc(SCC(=O)c2ccc(F)cc2F)n1	6	-2	-5	1	-13	11	2	8	-19
COc1ccc(C(=O)N/C(=C\c2ccccc2)C(=O)NCCCn2ccnc2)cc1	-1	-1	0	0	-3	5	-1	8	-13
COC(=O)c1nnn(-c2nonc2N)c1CSc1nnc(C)s1	4	7	-1	-2	6	5	0	10	-2
CC(C)(C)NC(=O)C(OC(=O)c1ccco1)c1ccccc1F (stereo not drawn)	4	-4	-8	-1	-5	5	2	4	-5
CCn1cc(CN2CCN(Cc3ccc(C)o3)C(CCO)C2)c2ccccc21 (stereo not drawn)	7	-3	-8	2	-5	-8	-1	18	-9
CC(C)C[C@H](NC(=O)N1CCn2c1nc1ccccc12)C(=O)N[C@@H](C(=O)O)c1ccccc1	-10	-2	9	-1	-12	-10	1	-1	-8
Cc1cc(S(=O)(=O)Nc2cccc(C(=O)O)c2)c(C)c(S(=O)(=O)c2ccc(Cl)cc2)c1	-9	-3	5	2	-5	-7	0	13	-14
CC1CCCCN1C(=O)COc1ccc(F)cc1 (stereo not drawn)	1	-9	2	-3	6	0	0	7	11
CNc1ncc(C(=O)c2ccccc2)s1	-4	-7	3	-1	3	-3	0	6	0
Cc1ccc(-c2nnc(SCc3ccccc3F)o2)cc1	6	-1	58*	1	49	10	2	4	67*
Cc1cc(OCC(=O)NCc2cccnc2)ccc1[N+](=O)[O-]	4	-9	-6	-4	-5	-5	2	14	4
C/C=C\C(=O)Nc1cccc(C2=NOC3(C2)C[C@H](C(N)=O)N(C(=O)/C=C/CC)C3)c1 (stereo partly drawn)	-11	4	-6	-1	4	4	1	12	-1
Cc1c(C(c2ccccc2O)c2c(C)n(C)n(-c3ccccc3)c2=O)c(=O)n(-c2ccccc2)n1C	-6	6	-4	0	0	0	1	3	-6
Going on with the list.
SMILES	UBC13 inh	HKDC1 inh	SENP7 block	MIN6 prolif	SENP8 block-1	PfG6PD inh	SENP1 inh	SENP8 block-2	SENP6 inh
O=C(CN(Cc1ccc(Cl)cc1)S(=O)(=O)c1ccccc1)NCC1CCCO1 (stereo not drawn)	0	-5	6	2	1	27	1	2	-6
O=[N+]([O-])c1ccc(CN2CCN(c3ccc4ccccc4n3)CC2)cc1	-1	8	0	0	4	4	-1	2	4
CC(C)CNC(=O)COC(=O)c1cncc(Br)c1	10	4	-2	0	1	-2	-2	15	-23
O=C(CC(=O)N/N=C/c1cccs1)NCc1ccccc1	7	-8	0	-1	5	56	2	7	7
Cc1ccnn1CCC(=O)O	-5	6	-10	-3	-5	-14	0	18	-12
CC(COc1ccccc1)N(CCCl)Cc1ccccc1 (stereo not drawn)	11	-1	-3	1	3	-2	-1	-5	-4
CCCCCN1CN(S(=O)(=O)c2cccs2)c2nc3ccccc3nc21	11	0	5	2	1	1	-3	-344	-13
CCCCc1nc2sc3c(=O)n(N)cnc3c2c2c1CCC2	11	-2	-4	0	6	0	0	15	1
CCN(CC)N=Nc1ccc(S(=O)(=O)N2CCSC2C(=O)O)cc1 (stereo not drawn)	-14	-10	-3	0	-4	-18	2	6	3
O=C(Nc1ccnc(-c2cccnc2)n1)c1cccc(Cl)c1Cl	-2	-9	-6	-2	-2	8	-2	5	7

Assay outcomes deposited in PubChem BioAssay by Sanford-Burnham Center for Chemical Genomics.
